# Compound activity from PubChem.
# HEK293 NOD2/NF-kB – NOD2 signaling inhibitors, cell-based, luminescence, uHTS, HEK293 (AID 1566); HEK293 NOD2/NF-kB luciferase reporter, luminescence; higher % means a stronger effect; one-dose inhibition, % at 4 µM; EC50 in µM for titrated hits; 0.63% of 290,000 active; further: many of its hits are not listed in these tables
# GPR55 beta-arrestin – selective activators of receptor GPR55 – imaging, U2OS cells, beta-arrestin-GFP redistribution, primary screen (AID 1961); activation, % at 10 µM; hits with a dose series show EC50 in µM; 0.048% of 290,000 active; U2OS GPR55 beta-arrestin-GFP redistribution imaging; higher % means a stronger effect;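 active means activation above 40% with more than 50 cells counted in the well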;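 further: U2OS osteosarcoma cells stably expressing GPR55 and beta-arrestin-GFP; plate controls were DMSO negative control for no effect and LPI positive control for full effect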
# NTR1 ag – NTR1-driven beta-arrestin-GFP spot formation – imaging, U2OS cells, high content, primary screen (AID 493036); agonist mode; activation, % at 20 µM; 0.17% of 330,000 active;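 active means activation at or above 40% of the spot to cytoplasm intensity ratio, with at least 20 cells analyzed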;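 further: 0% = DMSO without peptide and 100% = 100 nM NTR1 peptide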
# Target sequence (P30989 whole entry, looked up): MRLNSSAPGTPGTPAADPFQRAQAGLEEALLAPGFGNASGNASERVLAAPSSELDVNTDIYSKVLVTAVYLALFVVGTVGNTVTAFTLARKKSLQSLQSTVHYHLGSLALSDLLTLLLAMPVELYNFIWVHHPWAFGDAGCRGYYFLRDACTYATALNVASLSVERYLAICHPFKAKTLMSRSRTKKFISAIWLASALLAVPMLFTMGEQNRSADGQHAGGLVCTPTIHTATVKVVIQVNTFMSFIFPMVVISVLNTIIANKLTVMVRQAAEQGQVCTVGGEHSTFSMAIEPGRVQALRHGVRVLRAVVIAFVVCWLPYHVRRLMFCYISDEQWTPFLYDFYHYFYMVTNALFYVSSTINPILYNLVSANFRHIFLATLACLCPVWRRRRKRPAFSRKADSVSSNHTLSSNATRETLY
# TNAP activators – stimulation of alkaline phosphatase TNAP activity – biochemical, luminescent, no phosphate acceptor, uHTS, primary screen (AID 1001); purified TNAP, luminescent activation assay, no phosphate acceptor; higher activation fold means a stronger effect; activation fold at 20 µM, or EC50 in µM where a hit was titrated; 0.03% of 200,000 active; in the data active means activation fold from about 3, or a potency from the dose series; inactive means the rest, 99 in 100 with activation fold below about 1.6; further: many of its hits are not listed in these tables
# ER stress rescue – rescue of cells from ER stress-induced death, primary screen, 384-well, CSM14.1, thapsigargin, ATP luminescence (AID 1222); one-dose cellular ATP content (survival), % at 20 µM; EC50 in µM for titrated hits; CSM14.1 thapsigargin-induced death rescue, ATP luminescence; higher % means a stronger effect; 190,000 tested, under 10 active;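 active means EC50 below 50 µM in the dose-response confirmation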;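 further: death triggered by thapsigargin at about 15 µM added after 2 h compound pretreatment; cell ATP read after overnight thapsigargin exposure of roughly 18 to 22 hours; normalized against plate controls of thapsigargin alone and 5% DMSO vehicle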
# KOR beta-arrestin-1 – kappa opioid receptor activators – cell-based, luminescence, uHTS, primary screen (AID 1777); 0.02% of 280,000 active; one-dose activation, % at 10 µM; EC50 in µM for titrated hits; KOR beta-arrestin recruitment, luminescence; higher % means a stronger effect; in the data active means activation above about 50%, passing the limit was not always enough; further: a part of the inactive calls stands beside numbers as strong as those of hits
# NOD1 NF-kB reporter – NOD1 signaling inhibitors, primary screen, cell-based, luminescence, uHTS (AID 1578). NOD1-driven NF-kB luciferase reporter cells, luminescence; higher % means a stronger effect. one-dose inhibition, % at 4 µM; EC50 in µM for titrated hits. 1% of 290,000 active; in the data active means inhibition mostly above about 36%, no sharp cut-off; inactive means mostly below about 34%;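 further: HEK-293T reporter cells stimulated with the NOD1 agonist gamma-tri-DAP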
# Yfh1-depleted yeast – enhancers of respiration in Yfh1-depleted yeast, dose response, Friedreich's ataxia, plus single-dose screen (AID 1465); 0.074% of 220,000 active; one-dose fold induction at 50 µM; EC50 in µM for titrated hits; S. cerevisiae Yfh1-off respiration, WST-1 reduction, 72 h; higher fold induction means a stronger effect;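 active means fold induction of absorbance versus untreated yeast above a set limit, then at least 30% activation at any dose in follow-up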;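 further: activators that raise dye reduction in frataxin-depleted yeast; strong numbers were not always called active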
# KOR beta-arrestin-2 – kappa opioid receptor blockers – cell-based, luminescence, uHTS (AID 1778); KOR beta-arrestin recruitment, luminescence, antagonist mode; higher % means a stronger effect; one-dose inhibition, % at 10 µM; IC50 in µM for titrated hits; 0.091% of 290,000 active; further: strong numbers were not always called active
# NTR1 ag cell count 20 µM – further read-out of NTR1 ag, marked with its call; cell count; measured here: cell count, cytotoxicity flag
# Starred values were filed as active, the others as inactive; i = inactive; . = no result given; [ ] = dose if it differs, or a comment. Unless noted, no stated cut-off is given here; in the data, active means inhibition above about 50%; inactive means the rest.
# Under each structure – HEK293 NOD2/NF-kB | GPR55 beta-arrestin | NTR1 ag | NTR1 ag cell count 20 µM | TNAP activators | ER stress rescue | KOR beta-arrestin-1 | NOD1 NF-kB reporter | Yfh1-depleted yeast | KOR beta-arrestin-2
1. COCCCNC(=O)c1cn(CCOC)c(=O)c2c1c1ccccc1n2C
    2.9% | -0.1% | -1.5 | 99 | . | . | 1.1% | -6.4% | . | 13.5%
2. CN(C)c1ccc(-c2nc3ccccc3n2C)cc1
    -142.8% | -0.1% | 0.4 | 36 | 1.1 | -4.3% | 0.9% | -4.2% | i | -0.3%
3. CN(C(=O)c1cccc(NC(=O)c2cccs2)c1)c1ccccc1
    16.6% | 0.0% | 0.2 | 72 | . | . | 5.6% | -5.9% | . | -19.1%
4. COC(=O)C1CCN(C(c2cc(OC)c(OC)c(OC)c2)c2sc3nc(C)nn3c2O)CC1 (configuration not stated)
    7.0% | -0.1% | 1.9 | 59 | 1.1 | -2.2% | -1.1% | -1.8% | i | 12.1%
5. O=C(O)[C@@H]1CCCN1C(=O)c1ccco1
    22.7% | 0.0% | 0.0 | 72 | 1.1 | 0.4% | -4.4% | -19.9% | i | -15.8%
6. Cc1ccc(N2C(=O)C3NN=C(C(=O)OCc4ccccc4)C3C2=O)cc1 (configuration not stated)
    9.0% | 1.0% | 0.5 | 30 | 1.1 | -1.7% | 5.5% | 4.4% | i | -6.5%
7. CSc1ccc(S(=O)(=O)Nc2c(C)n(C)n(-c3ccccc3)c2=O)cc1
    9.8% | -0.3% | 0.2 | 63 | . | . | -4.3% | -36.1% | . | -24.7%[20 µM]
8. CCOc1ccc(NC(=S)N2CCN(S(=O)(=O)c3ccccc3)CC2)cc1
    16.7% | -0.1% | -0.2 | 72 | . | . | -1.6% | -3.2% | . | 35.4%
9. CC(C)(C)SCCNC(=O)/C=C/c1ccccc1
    -60.3% | 0.0% | 0.9 | 43 | . | . | 3.6% | -10.2% | i | 6.8%
10. COc1ccccc1NS(=O)(=O)c1cc(NC(=O)CC(C)(C)C)ccc1N1CCOCC1
    10.9% | -0.4% | 0.6 | 43 | 1 | 1.6% | -1.4% | -35.9% | i | -0.5%
11. O=C(CN1CCN(S(=O)(=O)c2ccc(Cl)cc2)CC1)c1ccc(O)c(O)c1
    10.5% | -0.4% | 0.6 | 47 | . | . | 3.4% | -30.9% | . | -29.7%
12. Cc1cc(C)nc(NC(=O)Nc2ccc3c(c2)OCO3)c1
    -66.8% | 1.6% | -0.5 | 79 | 1.1 | -2.3% | 0.4% | -21.2% | i | -43.1%
13. Clc1ccccc1CN1CCN(/N=C/c2ccncc2)CC1
    -25.1% | -0.2% | 2.0 | 86 | 1 | 1.4% | -0.4% | 15.8% | i | 8.1%[20 µM]
14. C=CCn1c(CCCNC(=O)C(C)(C)C)nc2ccccc21
    -0.7% | 0.2% | 9.7 | 91 | 1.1 | -3.9% | 3.4% | -21.7% | i | 23.1%
15. O=C(Cn1cc(C(F)(F)F)cc(Cl)c1=O)NCc1ccccc1
    -32.8% | -0.2% | 0.6 | 50 | . | . | 2.5% | -41.2% | . | -16.2%
16. COc1ccccc1C(c1nnnn1C(C)(C)C)N1CCCc2ccccc21 (configuration not stated)
    7.7% | -0.1% | 1.5 | 36 | 1.1 | -1.6% | -1.3% | 14.7% | . | 27.5%
17. CCS(=O)(=O)N1CCC(C(=O)NCCCN2CCN(c3ccccc3F)CC2)CC1
    12.8% | 0.0% | 2.0 | 58 | 1.2 | 1.6% | -0.6% | 4.9% | i | 12.8%
18. CCOc1cc(/C=N/N=C/c2ccc(O)c(OCC)c2)ccc1O
    -11.0% | -0.1% | -0.5 | 95 | . | . | -1.5% | -4.6% | . | 14.0%
19. CC(=O)NCCNc1nc2c(-c3ccccc3)nnn2c2ccccc12
    -20.9% | 0.0% | 13.1 | 46 | . | . | -6.0% | -1.8% | . | 40.5%
20. C/C(=N/n1cnnc1)c1cccnc1
    1.4% | 0.3% | 1.0 | 78 | 1.1 | 2.2% | 7.0% | 16.9% | i | -22.0%
21. CCOC(=O)c1c(C)nc2c(c1-c1cc(OC)ccc1OC)C(=O)c1ccccc1-2
    10.4% | -0.2% | 9.1 | 78 | 1 | -0.6% | 17.6% | -19.4% | i | -25.5%
22. O=C(Nc1cc(Cl)cc(Cl)c1)c1ccc(Cn2c(=O)[nH]c3ccsc3c2=O)cc1
    23.6% | -0.2% | 15.6 | 91 | 1.1 | -3.3% | -2.0% | -5.0% | i | 6.8%
23. COc1ccc(C(=O)N/N=C/c2ccccc2C(=O)O)cc1OC
    22.2% | -0.1% | 1.0 | 69 | . | . | -0.3% | -1.3% | i | 24.4%
24. Cc1nn(Cc2ccccc2)c(C)c1/C=N/NC(=O)c1ccncc1
    1.1% | -0.1% | 0.4 | 54 | . | . | 0.1% | -6.7% | i | 26.7%
25. CCN1CCc2nc(NC(=O)Cc3ccc4c(c3)OCCO4)sc2C1
    6.4% | -0.6% | -2.0 | 86 | 1.1 | 0.2% | . | -11.3% | i | -41.3%
26. COc1ccc(-c2noc(CCCC(=O)NC3CCCCC3)n2)cc1OC
    5.9% | 0.5% | -0.6 | 48 | . | . | -1.3% | -14.0% | . | 13.8%
27. CCCCN(Cc1ccco1)C(=O)c1cc2c(=O)[nH]c3ccc(C)cc3c2s1
    34.9% | 0.3% | 29.0 | 87 | 1.1 | 1.7% | 28.3% | -3.3% | i | -188.2%
28. Cc1oc2ccc(OCc3ccc(Br)cc3)cc2c1C(=O)O
    -32.5% | -0.1% | -0.5 | 57 | . | . | 4.7% | 1.3% | . | 7.7%
29. O=[N+]([O-])c1ccc(Oc2ccc(-c3nnco3)cc2)c(Cl)c1
    -2.0% | -0.2% | -0.1 | 60 | . | . | 1.7% | -24.8% | . | -30.9%
30. Cc1ccc(OCc2nnc(SCC(=O)Nc3nccs3)n2-c2ccccc2)cc1C
    4.4% | -0.1% | 7.8 | 72 | 1.1 | -1.0% | -3.6% | -25.4% | i | -15.6%
31. COC(=O)c1ccc(N(CC(=O)NC2CCCC2)C(=O)CNC(=O)c2cccs2)cc1
    -0.7% | -0.2% | -1.1 | 44 | . | . | -0.5% | -27.3% | . | 3.1%
32. CCOC(=O)N/N=C1\CC(C)S(=O)(=O)c2ccc(Cl)cc21 (configuration not stated)
    16.2% | -0.1% | 1.4 | 46 | . | . | 5.8% | -3.1% | i | 8.3%
33. COc1ccc(NC(=O)NC2CCCc3ccccc32)cc1 (configuration not stated)
    -3.6% | 0.3% | 0.8 | 54 | . | . | 0.1% | -45.5% | . | 21.8%
34. COC(=O)Cn1c(O)c(N=NC(=O)CNC(=O)COc2cccc(C)c2)c2ccccc21
    4.6% | -0.2% | 3.6 | 46 | . | . | -2.4% | -19.0% | . | -3.5%
35. COCCn1nnnc1C(c1ccccc1)N1CCN(C)CC1 (configuration not stated)
    12.7% | 0.4% | 0.8 | 54 | 1.1 | 0.9% | -2.1% | 1.2% | i | 10.1%
36. CC(=O)Nc1ccccc1OC(C)C(=O)N1CC(C)CC(C)C1 (configuration not stated)
    -4.7% | -0.3% | 2.0 | 35 | . | . | 2.6% | 0.4% | i | -17.5%
37. COc1cc(S(=O)(=O)N2CCCCC2)c(OC)cc1Br
    -1.9% | -0.1% | -1.4 | 35 | 1 | 0.8% | . | -28.3% | i | 6.6%[20 µM]
38. CSc1ccc(S(=O)(=O)N2CCC(C(=O)NC3CC3)CC2)cc1
    -21.7% | 0.0% | -0.2 | 52 | . | . | 0.6% | 1.1% | . | -2.7%
39. Cc1cc(C(=O)OC(C)C(=O)Nc2cccc(S(=O)(=O)N3CCOCC3)c2)c(C)o1 (configuration not stated)
    -9.5% | -0.1% | -1.7 | 58 | 1.1 | 0.0% | 10.2% | -21.6% | i | -24.2%
40. CCOC(=O)N1CCN(CCC(=O)Nc2ccc(Br)c(C)c2)CC1
    15.5% | -0.1% | -0.7 | 57 | 1.1 | -0.3% | . | -6.8% | i | -55.8%[20 µM]
41. CSc1nc2n(n1)C(c1cc(Br)ccc1F)C(C(=O)N(C)C)=C(C)N2 (configuration not stated)
    9.3% | 0.0% | 2.1 | 110 | 1.1 | -1.1% | 27.7% | 3.1% | i | -28.1%
42. CCOC(=O)NC(Nc1nnc(SCC)s1)(C(F)(F)F)C(F)(F)F
    -8.2% | 0.0% | 0.7 | 43 | 1.1 | -1.2% | -3.6% | -6.8% | i | 8.0%
43. CC(C)(C)Sc1ccc(/C=N/O)cc1[N+](=O)[O-]
    20.9% | -0.1% | 1.0 | 46 | 1 | -1.0% | -1.9% | 26.9% | i | -18.2%[20 µM]
44. C=CCOc1cccc(CNCCCN2CCOCC2)c1
    -5.7% | -0.1% | -0.8 | 44 | 1 | 0.9% | . | -37.4% | i | -5.1%[20 µM]
45. CCOC(=O)C1=C(C)NC(=O)N(C(C)=O)C1c1ccc(Cl)cc1 (configuration not stated)
    -6.5% | 0.2% | 0.7 | 64 | 1.1 | 1.6% | 1.4% | 3.8% | i | 8.2%
46. COc1ccc(Oc2ccc(C(F)(F)F)cc2NC(=O)c2ccc(OC)cc2)cc1
    9.4% | -0.2% | 3.8 | 50 | . | . | 2.7% | -3.8% | i | 16.3%
47. CCOc1ccc(C(=O)NCC(=O)N2CCC3(CC2)NCCc2[nH]cnc23)cc1
    15.3% | -0.1% | -0.2 | 75 | . | . | 0.9% | -18.1% | . | -30.4%
48. S=c1[nH]nc(-c2cccs2)n1/N=C/c1cn(-c2ccccc2)nc1-c1cccs1
    -31.7% | -0.1% | 7.9 | 46 | . | . | 2.2% | -2.1% | i | -47.2%
49. CCOC(=O)c1c(NC(=O)CN2CCN(C)CC2)sc(C(=O)Nc2ccccc2)c1C
    -4.0% | 0.2% | 2.7 | 90 | 1 | -1.5% | -2.2% | -30.1% | i | -25.3%[20 µM]
50. COc1ccc(OC)c(NC(=O)C2CCN(c3cc(-c4ccccc4)nc4ncnn34)CC2)c1
    19.5% | -0.1% | 0.8 | 57 | 1.2 | 1.2% | 2.3% | 8.7% | i | 2.3%
51. CCCNC(=O)NC(=O)CSc1nc2cc(C(=O)OC)ccc2c(=O)n1-c1ccccc1
    8.7% | -0.2% | -0.1 | 63 | 1.1 | 3.0% | -2.3% | -1.0% | i | -25.4%
52. O=C(CC1C(=O)NCCN1C(=O)c1ccc([N+](=O)[O-])cc1)Nc1ccc(F)cc1 (configuration not stated)
    12.5% | -0.1% | -1.0 | 65 | . | . | 7.3% | -6.0% | . | -6.1%
53. COc1ccc(C(c2nnnn2C2CCCCC2)N2CCN(c3ccc(OC)cc3)CC2)cc1 (configuration not stated)
    -1.9% | 0.3% | -0.7 | 62 | 1 | 0.6% | -1.6% | 1.8% | i | 1.9%
54. Cc1nc(N2CCN(C(c3ccccc3)c3ccccc3)CC2)[nH]c(=O)c1C
    5.7% | 0.6% | . | . | 1.1 | 3.0% | -0.3% | 3.8% | i | -8.9%
55. COc1ccccc1C(=O)N/C(=C\c1ccc(Br)cc1)C(=O)NCCC(=O)O
    -8.4% | 1.0% | -0.7 | 85 | 1.1 | 1.2% | 4.7% | 13.5% | i | -25.7%
56. Cc1ccc(NC(=O)CCC(=O)c2cccs2)c(O)c1
    2.5% | 0.0% | 0.9 | 54 | . | . | -1.2% | 6.6% | i | -4.1%

# Not all compounds are listed; the hit share may differ from the screen's.
